# Source: PubChem (several laboratories)
# Large T inhibition – SV40 large T antigen inhibitors, biochemical (AID 1903); SV40 large T antigen ATPase/helicase inhibition assay; higher % means a stronger effect; inhibition, % at 20 µM; hits with a dose series show IC50 in µM; actives 0.39% (n = 310,000); in the data active = a potency from the dose series; inconclusive = inhibition mostly from about 32% at the one dose, without a potency; inactive = the rest, 99 in 100 with inhibition below about 32%; also: strong numbers were not always called active
# K1F lysis inhibition – inhibition of K1F phage lysis, E. coli UTI89, bacterial capsule biogenesis inhibitors, alamar blue (AID 488966) | E. coli UTI89 K1F phage lysis, alamar blue, 2 h; higher % means a stronger effect | one-dose inhibition, % at 100 µM; IC50 in µM for titrated hits | actives 0.02% (n = 340,000);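 active = phage lysis inhibition, versus mean bacterial control, above a set limit; inconclusive = no clear call, values can overlap the other calls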;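 also: capsule biogenesis inhibitors block K1F phage lysis so surviving cells raise fluorescence; higher fluorescence means more inhibition of phage lysis; actives were called in the ten point dose series up to 300 µM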
# Dengue-2 NS5 capping – Dengue-2 NS5 methyltransferase inhibitors, primary screen, biochemical, confirmation dose response (AID 588689) | Genome polyprotein (Dengue virus type 2 (strain 16681-PDK53)) | Dengue-2 NS5 methyltransferase capping enzyme assay, biochemical; higher % means a stronger effect | one-dose inhibition, % at 25 µM; IC50 in µM for titrated hits | actives 0.3% (n = 340,000); in the data active = a potency from the dose series; inconclusive = inhibition above about 29% without an active follow-up result
# West Nile antiviral – West Nile virus antiviral activity, cell-based, CPE readout (AID 1621); West Nile virus-infected cells, CPE inhibition; higher % means a stronger effect; CPE inhibition, % at 10 µM, or IC50 in µM where a hit was titrated; actives 0.02% (n = 290,000); in the data active = a potency from the dose series; inconclusive = CPE inhibition mostly from about 3.7% at the one dose, without a potency; inactive = the rest, 99 in 100 with CPE inhibition below about 2.2%; also: strong numbers were not always called active
# NTR1 agonist – agonists of NTR1, primary screen, imaging, U2OS cells, beta-arrestin-GFP, high content (AID 493036). actives 0.17% (n = 330,000). activation, % at 20 µM. NTR1-U2OS beta-arrestin-GFP spot imaging, agonist mode;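 active = activation at or above 40% of the spot to cytoplasm intensity ratio, with at least 20 cells analyzed; inconclusive = wells under 20 cells, flagged as cytotoxic or low count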;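 also: 0% = DMSO without peptide and 100% = 100 nM NTR1 peptide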
# Target sequence (P30989 whole entry, looked up): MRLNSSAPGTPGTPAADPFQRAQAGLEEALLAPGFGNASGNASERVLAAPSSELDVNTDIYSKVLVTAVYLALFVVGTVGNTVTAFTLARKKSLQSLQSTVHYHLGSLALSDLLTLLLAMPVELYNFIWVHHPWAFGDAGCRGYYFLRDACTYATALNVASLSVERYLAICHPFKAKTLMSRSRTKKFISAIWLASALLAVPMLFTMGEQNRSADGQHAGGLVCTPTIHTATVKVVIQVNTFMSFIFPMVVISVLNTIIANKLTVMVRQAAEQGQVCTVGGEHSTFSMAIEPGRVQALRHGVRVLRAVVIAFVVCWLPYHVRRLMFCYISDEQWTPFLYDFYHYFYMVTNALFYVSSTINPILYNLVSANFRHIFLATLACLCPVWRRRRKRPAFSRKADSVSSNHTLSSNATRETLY
# AID2073 – inhibitors of Mint1-CaV2.2 protein interaction, biochemical, HTRF (AID 2073); actives 0.19% (n = 290,000); inhibition, % at 20 µM, or IC50 in µM where a hit was titrated; Voltage-dependent N-type calcium channel subunit alpha-1B (Homo sapiens); HTRF protein-protein interaction, Mint1-CaV2.2; higher % means a stronger effect; in the data active = inhibition mostly above about 51%, no sharp cut-off; inconclusive = no clear call, values can overlap the other calls; inactive = mostly below about 53%; also: some results filed as inactive read as strong as hits
# Rac1 GTP hydrolysis – MgcRacGAP GTPase-activating activity inhibitors, confirmation, biochemical, ADP Hunter fluorescence; AID 624330, 2012; actives 0.6% (n = 340,000); one-dose inhibition, % at 30 µM; IC50 in µM for titrated hits; Rac GTPase-activating protein 1 (Homo sapiens); MgcRacGAP-stimulated Rac1 GTP hydrolysis, ADP Hunter fluorescence; higher % means a stronger effect; GST-tagged Rac1 F28L mutant substrate;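 active = first-screen hits whose inhibition reached a set limit at any dose in the follow-up dose series; inconclusive = inhibition above the set first-screen limit but never retested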;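 also: fluorescence reports GDP produced by GAP-driven GTP hydrolysis; strong numbers were not always called active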
# RSV antiviral HEp-2 – RSV antiviral activity via CPE protection, HEp-2 cells, primary 10 µM value included (AID 2391); HEp-2 cells, RSV-induced CPE inhibition; higher % means a stronger effect; one-dose CPE inhibition, % at 10 µM; IC50 in µM for titrated hits; actives 0.13% (n = 310,000); in the data active = a potency from the dose series; inconclusive = CPE inhibition mostly from about 23% at the one dose, without a potency; inactive = the rest, 99 in 100 with CPE inhibition below about 21%; also: strong numbers were not always called active
# Siah-1 displacement – Siah-1 peptide-binding antagonists, primary screen, biochemical, fluorescence polarization, rhodamine-plectin, uHTS (AID 1817). actives 0.02% (n = 290,000). displacement, % at 20 µM, or IC50 in µM where a hit was titrated. Siah-1 / rhodamine-plectin peptide fluorescence polarization; higher % means a stronger effect;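 active = displacement of at least 50% at 20 µM, with a fluorescence ratio check between 0.3 and a set limit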;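 also: plate controls were Siah plus tracer with DMSO for no effect and tracer alone without Siah for full effect; strong numbers were not always called active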
# NTR1 agonist cell count 20 µM – also measured in NTR1 agonist; calls as there; cell count; measured here: cell count, cytotoxicity flag
# Dengue-2 NS5 capping pilot replicate – also measured in Dengue-2 NS5 capping; calls as there; inhibition, %; measured here: pilot screen replicate inhibition
# Numbers without * were called inactive; ? = inconclusive; nt = no result given; [ ] = another dose, or the depositor's remark.
SMILES,Large T inhibition,K1F lysis inhibition,Dengue-2 NS5 capping,West Nile antiviral,NTR1 agonist,NTR1 agonist cell count 20 µM,AID2073,Rac1 GTP hydrolysis,RSV antiviral HEp-2,Siah-1 displacement,others
O=C(COC(=O)c1ccc2ccccc2n1)c1ccc(F)cc1,8%,-0.2%,-4%,0.3%,1.8,54,1%,2%,1.8%,-4%,
O=C(Cn1ncc(Cl)c(Cl)c1=O)N1CCc2ccccc21,7%,-0.4%,-4%,-1.3%,nt,nt,17%,-10%,nt,-1%,
Cc1nnc(NC(=O)c2ccc(Br)cc2)s1,-4%,1.0%,1%,0.6%,-1.2,104,9%,5%,9.1%,-7%,
COc1ccc(CNC(=O)c2cccc(NC(=O)CC3SC(N4CCCCC4)=NC3=O)c2)cc1 (stereo unspecified),nt,0.6%,1%,nt,-1.7,36,nt,1%,nt,nt,
C[C@@H](CN=[N+]=[N-])CN1CC[C@H](NC(=O)OCc2ccccc2)CCC1=O,-4%,0.9%,-3%,-1.0%,5.6,92,-4%,11%,0.5%,4%,
CCOC(=O)c1ccccc1N/C=C/C(=O)c1cccs1,3%,1.1%[50 µM],1%,-0.3%,2.5,32,-7%,-1%,17%,0%,
CCOc1ccc(CC(=O)NC2CCN(Cc3ccccc3)CC2)cc1,-2%,-0.1%,-1%,-1.3%,0.3,58,-3%,10%,-1.4%,-2%,Dengue-2 NS5 capping pilot replicate=3.0
CC1=NN(c2ccc(S(=O)(=O)O)cc2Cl)C(=O)C1,15%,-0.5%,31%,1.8%,1.9,39,7%,8%,0.4%,5%,
O=C(Nc1cccc(S(=O)(=O)NCc2ccco2)c1)c1cc(-c2ccccc2)nc2ccccc12,10%,-0.3%,1%,-0.5%,2.0,85,12%,4%,6.5%,2%,
COc1cc(CCC(=O)NNC(=O)c2ccc(C)cc2)cc(OC)c1OC,4%,0.1%,-7%,0.3%,0.3,50,-7%,3%,-1.2%,9%,
Cc1ccsc1C(=O)NCC(C)(C)N1CCOCC1,nt,-1.4%,-6%,nt,-2.0,45,nt,-3%,1.0%,nt,
COC(=O)c1c(C)[nH]c(C(=O)/C=C/c2ccc(Cl)cc2)c1C,15%,1.6%[50 µM],-9%,-1.3%,3.0,71,2%,4%,?,2%,
C/C(=C\c1ccccc1)C(=O)c1c(C)cc(C)[nH]c1=O,-30%,0.5%,-1%,0.3%,3.4,67,1%,3%,1.2%,4%,
CSc1nnc2c(n1)OC(c1cn(C)c3ccccc13)N(C(C)=O)c1ccccc1-2 (stereo unspecified),2%,nt,nt,-0.1%,-1.2,10,7%,nt,2.6%,-1%,
Cc1ccn(CC(=O)O)c(=O)c1,7%,-0.1%,-7%,0.1%,1.8,78,-2%,-2%,1.0%,-3%,
CCC1(C)Cc2c(sc3nc4n(c(=O)c23)CCCS4)CO1 (stereo unspecified),nt,4.5%,-2%,-0.1%,2.1,52,nt,2%,0.2%,nt,
O=C(O)C1=C[C@H](C2CC2)C[C@H](OCCCCO)O1,9%,0.3%,2%,0.5%,-5.2,69,3%,3%,1.3%,3%,
CCN(Cc1ccccc1)C(=O)c1ccccc1C,2%,1.5%,-4%,0.6%,0.4,64,-4%,5%,-0.3%,-1%,
C=CCNC(=O)COC(=O)c1cccnc1Nc1ccccc1F,-2%,0.0%,2%,0.1%,-1.0,71,6%,0%,2.6%,-2%,
Cc1cc(-c2nc3cccnc3s2)ccc1NS(=O)(=O)c1ccc2c(c1)OCCO2,-1%,0.3%,-1%,0.2%,-1.9,98,19%,4%,-1.1%,-6%,
c1nnc(-c2ccc3c(c2)OCO3)o1,5%,0.1%,-5%,-0.2%,-1.0,62,10%,12%,-0.6%,-4%,
O=C(CCc1nnc2ccc(N3CCC4(CC3)OCCO4)nn12)NCc1ccc(F)cc1,16%,0.7%,-3%,0.2%,1.0,65,10%,14%,-0.7%,-4%,
CCCCNC(=O)N1CCN(c2ncccn2)CC1,-6%,-0.1%,5%,0.6%,-1.6,117,0%,-2%,1.2%,-1%,
O=C(Nc1ncc(Cc2ccc(SC(F)F)cc2)s1)c1ccccc1,-9%,0.0%,-1%,nt,7.4,79,0%,0%,0.6%,9%,Dengue-2 NS5 capping pilot replicate=5.2
S=c1[nH]nc(-c2ccc3c(c2)OCO3)n1-c1ccccc1,17%,-0.1%[50 µM],-5%,0.5%,0.1,41,?,-3%,1.2%,9%,
CCOc1ccc(NCc2cccn2-c2nnc(N3CCC(C(=O)NCCCN4CCCCC4CC)CC3)s2)cc1 (stereo unspecified),12µM*,0.1%,-7%,-0.5%,1.5,73,4%,?,-1.2%,4%,
Cc1ccnc(NS(=O)(=O)c2cccc3nsnc23)c1,-2%,0.8%,-2%,0.2%,0.0,52,1%,3%,1.5%,2%,
O=C(O)CCC(=O)Nc1nc2ccc([N+](=O)[O-])cc2s1,-1%,-0.3%,-5%,0.0%,0.2,44,2%,1%,0.0%,14%,
CCCCN(C)CCNC(=O)CSCc1ccc(C)cc1,8%,0.2%,-5%,0.1%,3.1,62,0%,220µM*,-2.1%,22%,
CSCCC1NC(=O)N(CC(=O)Nc2cccc3ccccc23)C1=O (stereo unspecified),4%,0.3%,-3%,0.2%,-0.4,67,-5%,2%,0.5%,-3%,
CCOC(=O)/C(=N\Nc1ccccc1[N+](=O)[O-])c1csc(Nc2ccccc2)n1,5%,0.1%,-5%,-0.7%,13,59,13%,-1%,12%,-4%,
O=c1c2ccccc2c(C=NCc2ccccn2)c(O)n1-c1ccccc1Cl,16%,0.2%,3%,0.2%,-2.0,89,12%,6%,0.2%,-1%,
CCCn1c(N)c(C(=O)CSc2nnnn2-c2ccc(O)cc2)c(=O)n(C)c1=O,8%,0.2%,5%,0.4%,1.9,30,3%,6%,0.5%,-4%,
O=C1CC(SC(=NCc2ccc3c(c2)OCO3)Nc2ccccc2)C(=O)N1 (stereo unspecified),3%,0.2%,-3%,0.3%,1.6,46,10%,9%,-0.2%,2%,
CS(=O)(=O)N1CCC(Oc2ccccc2C(=O)NC2CCCCCC2)CC1,11%,-0.6%,-5%,-0.8%,0.9,51,-4%,-4%,-1.6%,5%,
COc1ccccc1CNC(=S)Nc1ccc(S(N)(=O)=O)cc1,13%,-0.1%,38%,0.5%,0.4,45,-23%,4%,3.9%,3%,
CC(=O)c1c(C)nc2ccc(Cl)cn12,-4%,4.4%,-1%,-0.1%,-1.5,55,2%,2%,3.1%,3%,
CCC(c1nc2ccccc2c(=O)n1CCCn1ccnc1)N1C(=O)c2ccccc2C1=O (stereo unspecified),18%,6.6%,-2%,-0.1%,0.3,57,1%,10%,1.2%,0%,
CC(C)NC(=O)Nc1ccc2c(c1)C(=O)N([C@H](C)CO)C[C@H](C)[C@@H](CN(C)S(=O)(=O)c1ccc(F)cc1)O2,nt,1.6%,4%,nt,1.0,65,nt,10%,nt,nt,
Cc1ccc(S(=O)(=O)c2cc3cc(Br)ccc3oc2=O)cc1,8%,-0.2%,-8%,-0.3%,7.1,60,4%,-7%,5.0%,2%,

# No new results follow: an excerpt of the list.
SMILES,Large T inhibition,K1F lysis inhibition,Dengue-2 NS5 capping,West Nile antiviral,NTR1 agonist,NTR1 agonist cell count 20 µM,AID2073,Rac1 GTP hydrolysis,RSV antiviral HEp-2,Siah-1 displacement,others
c1nnc(-c2ccc3c(c2)OCO3)o1,5%,0.1%,-5%,-0.2%,-1.0,62,10%,12%,-0.6%,-4%,
O=C(CCc1nnc2ccc(N3CCC4(CC3)OCCO4)nn12)NCc1ccc(F)cc1,16%,0.7%,-3%,0.2%,1.0,65,10%,14%,-0.7%,-4%,
CCCCNC(=O)N1CCN(c2ncccn2)CC1,-6%,-0.1%,5%,0.6%,-1.6,117,0%,-2%,1.2%,-1%,
O=C(Nc1ncc(Cc2ccc(SC(F)F)cc2)s1)c1ccccc1,-9%,0.0%,-1%,nt,7.4,79,0%,0%,0.6%,9%,Dengue-2 NS5 capping pilot replicate=5.2
S=c1[nH]nc(-c2ccc3c(c2)OCO3)n1-c1ccccc1,17%,-0.1%[50 µM],-5%,0.5%,0.1,41,?,-3%,1.2%,9%,
CCOc1ccc(NCc2cccn2-c2nnc(N3CCC(C(=O)NCCCN4CCCCC4CC)CC3)s2)cc1 (stereo unspecified),12µM*,0.1%,-7%,-0.5%,1.5,73,4%,?,-1.2%,4%,
Cc1ccnc(NS(=O)(=O)c2cccc3nsnc23)c1,-2%,0.8%,-2%,0.2%,0.0,52,1%,3%,1.5%,2%,
O=C(O)CCC(=O)Nc1nc2ccc([N+](=O)[O-])cc2s1,-1%,-0.3%,-5%,0.0%,0.2,44,2%,1%,0.0%,14%,
CCCCN(C)CCNC(=O)CSCc1ccc(C)cc1,8%,0.2%,-5%,0.1%,3.1,62,0%,220µM*,-2.1%,22%,
CSCCC1NC(=O)N(CC(=O)Nc2cccc3ccccc23)C1=O (stereo unspecified),4%,0.3%,-3%,0.2%,-0.4,67,-5%,2%,0.5%,-3%,

# Remaining list, next part:
SMILES,Large T inhibition,K1F lysis inhibition,Dengue-2 NS5 capping,West Nile antiviral,NTR1 agonist,NTR1 agonist cell count 20 µM,AID2073,Rac1 GTP hydrolysis,RSV antiviral HEp-2,Siah-1 displacement,others
COc1cc(/C=N/NC(N)=S)ccc1OCc1ccc(C)cc1,8%,0.4%,-4%,0.1%,8.4,80,-1%,14%,-0.2%,-4%,
O=C(c1cc2cc(F)ccc2[nH]1)N1CCN(c2cccc(Cl)c2)CC1,19%,-0.1%,4%,-0.5%,6.3,99,1%,nt,0.9%,4%,
O=C(c1ccccc1)N1N=C(c2ccccc2O)CC1c1ccc(Br)cc1 (stereo unspecified),-6%,0.4%,3%,-0.3%,3.5,49,25%,9%,3.1%,-10%,
O=C(c1ccc(OC2CCN(C/C=C/c3ccccc3)CC2)cc1)N1CCCCC1,13%,0.2%,-1%,-0.4%,1.0,54,-4%,8%,-0.4%,13%,
O=C(Nc1nc(-c2ccccc2)cs1)c1cccc([N+](=O)[O-])c1,10%,0.7%,-1%,-0.4%,30,62,-2%,5%,13%,0%,Dengue-2 NS5 capping pilot replicate=1.2
CN(CC(=O)Nc1ccc(Cl)cc1)C(=O)CCc1ccccc1,26%,-0.2%,-12%,-0.9%,-0.8,51,5%,6%,3.7%,2%,
